# Bioassay records deposited in PubChem by Sanford-Burnham Center for Chemical Genomics.
# MIN6 prolif: inducers of MIN6 beta-cell proliferation, primary screen, ATP luminescence, uHTS. MIN6 cells proliferation, ATPlite luminescence, 48 h; cells starved in 0.2% serum; 100% = growth in 10% serum. proliferation, % at 10 µM. 330,000 tested, 0.29% active. AID 2380, 2010;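 active = compounds whose signal lies at least 3.5 SD above the mean of all wells on their plate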;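 note: 0% = DMSO-treated cells in low-serum medium and 100% = 10% serum control; some compounds called inactive have numbers as strong as hits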
# APOBEC3A inh: APOBEC3A ssDNA deaminase inhibitors, primary screen, selectivity assay for APOBEC3G inhibitor project, biochemical, FAM/TAMRA oligo cleavage fluorescence | recombinant A3A, FAM/TAMRA ssDNA deamination fluorescence | inhibition, % at 20 µM | 330,000 tested, 0.41% active;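 active = at least 40% inhibition at 20 µM here, with at most 30% in a related deaminase screen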;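 note: plate controls were A3A with DMSO for no effect and wells lacking A3A enzyme for full effect; some results filed as inactive read as strong as hits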
# Target sequence (P31941 whole entry, looked up): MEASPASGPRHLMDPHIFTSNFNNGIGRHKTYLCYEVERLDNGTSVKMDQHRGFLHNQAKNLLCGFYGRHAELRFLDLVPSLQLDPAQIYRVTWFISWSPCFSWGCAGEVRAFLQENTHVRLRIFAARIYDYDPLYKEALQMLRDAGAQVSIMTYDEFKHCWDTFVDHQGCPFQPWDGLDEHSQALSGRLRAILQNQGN
# tim10-1 inh: growth inhibitors of tim10-1 mutant yeast, primary screen, luminescence, uHTS | S. cerevisiae tim10-1 ts strain growth, BacTiter-Glo, 24 h | inhibition, % at 20 µM | 330,000 tested, 2.2% active | AID 463190, 2010;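 active = inhibition of at least 40%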;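 note: mutant grown at 25 °C; 0% = DMSO wells with yeast and 100% = wells holding no yeast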
# APOBEC3G inh: APOBEC3G DNA deaminase inhibitors, primary screen, biochemical, fluorescence, single-stranded DNA substrate, uHTS; DNA dC->dU-editing enzyme APOBEC-3G (Homo sapiens), Q9HC16; recombinant A3G, ssDNA deamination FAM/TAMRA fluorescence; inhibition, % at 20 µM; 330,000 tested, 0.28% active;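 active = inhibition of at least 40% at 20 µM, with no more than 30% in the related APOBEC3A deaminase screen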;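 note: plate controls were DMSO wells with A3G for no effect and wells lacking A3G enzyme for full effect; some compounds called inactive have numbers as strong as hits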
# Target sequence (Q9HC16 whole entry, looked up): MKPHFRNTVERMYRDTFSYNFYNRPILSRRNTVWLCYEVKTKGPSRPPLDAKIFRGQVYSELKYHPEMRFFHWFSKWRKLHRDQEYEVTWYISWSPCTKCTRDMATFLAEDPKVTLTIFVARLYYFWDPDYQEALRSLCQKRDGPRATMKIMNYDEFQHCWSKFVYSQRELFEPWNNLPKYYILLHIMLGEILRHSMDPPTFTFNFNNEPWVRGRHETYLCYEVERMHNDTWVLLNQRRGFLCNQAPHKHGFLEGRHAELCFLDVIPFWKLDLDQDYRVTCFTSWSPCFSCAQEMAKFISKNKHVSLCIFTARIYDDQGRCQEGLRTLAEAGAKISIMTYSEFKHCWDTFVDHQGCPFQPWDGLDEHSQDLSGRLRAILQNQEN
# mIAP block: inhibitors of mouse IAP, primary screen, biochemical, luminescence, uHTS | inhibition, % at 10 µM | AID 2806, 2010 | purified mouse IAP, CDP-Star luminescence, 30 min | 330,000 tested, 0.2% active | intestinal alkaline phosphatase [Mus musculus];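 active = inhibition of at least 40% at 10 µM in the primary screen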;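 note: plate controls were DMSO with enzyme for no effect and no enzyme wells for full effect; values of inactives mirror those of a sister screen read the other way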
# TIM10 inh: growth inhibitors of isogenic TIM10 control yeast, primary screen, counter-screen for tim10-1 yeast inhibitor project, luminescence, uHTS; 330,000 tested, 1.4% active; inhibition, % at 10 µM; AID 463195, 2010; S. cerevisiae TIM10 strain growth, BacTiter-Glo luminescence, 24 h;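 active = inhibition of 40% or more at the single tested concentration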;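 note: wild-type TIM10 isogenic control strain grown at permissive 25 °C; 0% = DMSO yeast wells and 100% = minimal medium wells without yeast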
# mIAP act: activators of mouse IAP, primary screen, biochemical, luminescence, uHTS | intestinal alkaline phosphatase [Mus musculus] | muIAP, CDP-Star luminescence, 30 min; active compounds read high; 1 = vehicle-only enzyme signal, 0 = enzyme-free wells | activation factor at 10 µM | 330,000 tested, 0.24% active;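 active = activation factor of at least 2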; note: the source names both 10 and 20 µM as test concentration; values of inactives mirror those of a sister screen read the other way
#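 Assay system: mouse IAP enzyme / Compound: DMSO-dissolved test compounds / Timing: 30 min, room temperature / Measured by: luminescence from enzymatic CDP-Star hydrolysis / Control set: DMSO-only wells, enzyme-free buffer wells as negative control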
# hIAP block: human IAP inhibitors, primary screen, biochemical, luminescence, uHTS; Intestinal-type alkaline phosphatase (Homo sapiens), P09923; purified IAP, CDP-Star luminescence, 30 min; inhibition, % at 10 µM; 330,000 tested, 0.12% active;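 active = inhibition reaching a set limit with compound at 10 µM in the primary screen, cut at about 35% in these data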;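 note: plate controls were DMSO wells with enzyme for no effect and no-enzyme buffer wells for full effect; values of inactives mirror those of a sister screen read the other way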
# Target sequence (P09923 whole entry, looked up): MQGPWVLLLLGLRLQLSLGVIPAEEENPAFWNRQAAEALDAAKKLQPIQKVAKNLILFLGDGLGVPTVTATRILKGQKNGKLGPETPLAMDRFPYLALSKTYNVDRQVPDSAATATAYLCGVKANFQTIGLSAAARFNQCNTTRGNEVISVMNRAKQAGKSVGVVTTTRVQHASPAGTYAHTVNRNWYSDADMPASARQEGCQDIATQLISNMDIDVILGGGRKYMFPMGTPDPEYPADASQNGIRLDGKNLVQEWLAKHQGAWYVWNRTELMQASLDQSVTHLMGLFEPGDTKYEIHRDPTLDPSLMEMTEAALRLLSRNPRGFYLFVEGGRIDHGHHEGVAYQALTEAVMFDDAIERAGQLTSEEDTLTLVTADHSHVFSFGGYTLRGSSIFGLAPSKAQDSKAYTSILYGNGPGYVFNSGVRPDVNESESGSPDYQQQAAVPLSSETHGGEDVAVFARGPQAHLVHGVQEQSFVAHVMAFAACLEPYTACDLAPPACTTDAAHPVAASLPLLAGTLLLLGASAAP
# NLRP3 yeast inh: NALP3 inflammasome inhibitors in reconstituted yeast, primary screen, luminescence, uHTS | Yeast reconstituted NLRP3/ASC/caspase-1, beta-gal luminescence, 24 h | inhibition, % at 10 µM | 330,000 tested, 0.39% active;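 active = inhibition of 50% or more; inactive = inhibition below 50%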;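 note: plate controls were induced DMSO wells for no effect and uninduced yeast grown without galactose for full effect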
# Numbers without * were called inactive.
1. CC1=C(C#N)C(c2cccnc2)C2=C(CCCC2=O)N1 (stereo not given)
2. O=c1[nH]ccc2c(O)cccc12
3. CCn1cnc2cc(NCc3ccc(OC)cc3)ccc21
4. CCCn1ncc(CN2CCC(n3nccc3NC(=O)c3ccccc3OC)CC2)c1C
5. COC(OC)C1Nc2ccccc2C(=O)N1c1ccc(F)cc1 (stereo not given)
assay / compound,1,2,3,4,5
MIN6 prolif,0,0,-3,-3,2
APOBEC3A inh,-4,-3,-6,0,-2
tim10-1 inh,1,-3,11,-8,-7
APOBEC3G inh,-2,-5,-6,-5,-7
mIAP block,-10,6,5,7,11
TIM10 inh,-5,7,11,0,7
mIAP act,1.1,0.94,0.95,0.93,0.89
hIAP block,-2,15,-24,4,5
NLRP3 yeast inh,1,-1,0,9,15

6. CC(=O)c1ccccc1C(=O)N1CCCC(CNC(=O)c2ccccc2Cl)C1 (stereo not given)
7. COc1ccc(C(=O)N2CC(=O)N(CCc3ccccc3)C(=O)C2)cc1OC
8. O=C1c2ccccc2C(=O)N1Cc1ccccn1
9. Cc1ccccc1C(N)c1ccncc1 (stereo not given)
10. CCOc1ccc(N2CC(C(=O)NCCc3ccc(S(N)(=O)=O)cc3)CC2=O)cc1 (stereo not given)
assay / compound,6,7,8,9,10
MIN6 prolif,-1,3,0,-2,1
APOBEC3A inh,-3,-1,4,-6,0
tim10-1 inh,2,5,4,-7,-12
APOBEC3G inh,-4,-4,-5,-11,-7
mIAP block,0,0,-4,1,4
TIM10 inh,-1,-7,14,81*,-1
mIAP act,1,1,1,0.99,0.96
hIAP block,-2,-11,-1,-1,-21
NLRP3 yeast inh,3,14,14,1,4

11. Cc1ccc(Cc2cncc(O)c2)cc1S(=O)(=O)O
12. COc1ccc(S(=O)(=O)NCC(c2cccnc2)N2CCN(Cc3ccccc3)CC2)cc1 (stereo not given)
13. CCC(=O)C1CCCN(C(=O)c2ccc(OC3CCN(C(=O)c4cccnc4)CC3)cc2)C1 (stereo not given)
14. O=c1c([N+](=O)[O-])c(O)c2cccc3c2n1CCC3
15. O=C(/C=C/c1c(Cl)cccc1Cl)NCCc1ccccc1
assay / compound,11,12,13,14,15
MIN6 prolif,0,-1,-3,-3,1
APOBEC3A inh,5,1,7,28,-2
tim10-1 inh,9,-6,-2,14,25
APOBEC3G inh,2,-1,-12,3,-1
mIAP block,6,-5,-11,-3,0
TIM10 inh,-4,0,-2,0,-8
mIAP act,0.94,1.1,1.1,1,0.99
hIAP block,2,-5,-26,9,-47
NLRP3 yeast inh,-7,7,10,24,13

# Reprinted from the part before: 2 compounds, followed by the next part.
14. O=c1c([N+](=O)[O-])c(O)c2cccc3c2n1CCC3
15. O=C(/C=C/c1c(Cl)cccc1Cl)NCCc1ccccc1
16. Cc1cc(O)c(C(C)C)cc1C1(c2cc(C(C)C)c(O)cc2C)OC(=O)c2ccccc21
17. CC(C)(C)OC(=O)C[C@H]1C/C=C\C[C@@H](CC(=O)N[C@@H](CO)Cc2ccccc2)C(=O)NCCOC1=O
18. Cc1ccsc1/C=C(\C(=O)c1ccc(OC(C)C)cc1)c1nc2ccccc2o1
19. CCO[C@H]1OC(C(=O)N2CCOCC2)=C[C@@H](c2ccc(Br)cc2)[C@@H]1CCCO
20. COCCNc1nc2c(c(=O)[nH]c(=O)n2C)n1CCCc1ccccc1
assay / compound,14,15,16,17,18,19,20
MIN6 prolif,-3,1,-4,-4,-6,6,-2
APOBEC3A inh,28,-2,-1,4,-1,-1,-6
tim10-1 inh,14,25,6,3,27,5,-13
APOBEC3G inh,3,-1,-9,-4,-3,-2,-6
mIAP block,-3,0,8,1,11,-40,1
TIM10 inh,0,-8,0,2,-1,15,3
mIAP act,1,0.99,0.92,0.99,0.89,1.4,0.99
hIAP block,9,-47,-16,13,1,3,-16
NLRP3 yeast inh,24,13,16,18,12,-1,10

21. OC(CNc1ccccc1)Cn1ccc2ccccc21 (stereo not given)
22. CCOC(=O)c1c(N)sc2c(OCC)c(Br)ccc12
23. COc1ccc(CNC(=O)CN(Cc2ccc(Cl)cc2)S(C)(=O)=O)cc1
24. CCOc1ccc(Nc2oc(-c3ccccc3Cl)nc2C#N)cc1
25. Cc1nnc(N/N=C/c2cccc(OCc3ccc(Cl)c(Cl)c3)c2)n1N
assay / compound,21,22,23,24,25
MIN6 prolif,-2,-4,0,-4,0
APOBEC3A inh,1,-1,-1,-1,-1
tim10-1 inh,20,30,28,30,43*
APOBEC3G inh,-14,-4,0,-2,-4
mIAP block,6,-11,-9,4,-2
TIM10 inh,12,41*,-12,12,24
mIAP act,0.94,1.1,1.1,0.96,1
hIAP block,1,5,-9,14,15
NLRP3 yeast inh,4,24,5,30,16

26. COC(=O)C1=C(COc2ccc(C=O)cc2OC)NC(=O)NC1c1cc(C)ccc1C (stereo not given)
27. CCc1c(O)nc(SCC(=O)NCc2ccco2)[nH]c1=O
28. CN(C)S(=O)(=O)c1ccc(NC(=O)CN2CCN(C(c3ccccc3)c3ccccc3)CC2)cc1
29. O=C1O[C@@H](c2ccc(O)cc2)Cc2cccc(O)c21
30. CCC(=O)NCC(=O)OCC(=O)c1ccccc1
assay / compound,26,27,28,29,30
MIN6 prolif,-1,-1,-5,-2,-2
APOBEC3A inh,2,1,0,-3,-4
tim10-1 inh,7,-4,1,21,5
APOBEC3G inh,-9,-1,-5,-11,-4
mIAP block,8,4,-14,-9,5
TIM10 inh,2,-1,-16,22,0
mIAP act,0.92,0.95,1.1,1.1,0.95
hIAP block,-2,16,-3,-6,-12
NLRP3 yeast inh,-11,-10,12,9,-2

31. COc1ccc(-c2nc(C#N)c(N3CCc4ccccc4C3)o2)cc1OC
32. COc1ccccc1-n1c(SCC(=O)NC(C)(C)C)nc(O)c(Cc2ccccc2)c1=O
33. C=CCn1c(SCC#N)nnc1-c1ccc2ncccc2c1
34. CCN(CC(=O)NCCc1ccc(Cl)cc1)Cc1nc2ccccc2c(=O)[nH]1
35. CN(C)c1ccc(/C=N/NC(=S)NCc2ccccc2)cc1
assay / compound,31,32,33,34,35
MIN6 prolif,-1,-3,-2,-3,-5
APOBEC3A inh,-3,-4,0,-3,-1
tim10-1 inh,21,6,-10,9,43*
APOBEC3G inh,-4,-5,-3,-8,-5
mIAP block,5,0,-3,-5,0
TIM10 inh,13,0,4,0,55*
mIAP act,0.95,1,1,1.1,1
hIAP block,16,-9,-2,-40,15
NLRP3 yeast inh,19,3,11,1,23

# An excerpt from above in order of the mIAP act value, falling:
nr	canonical_smiles	APOBEC3A inh	APOBEC3G inh	mIAP block	mIAP act	hIAP block	NLRP3 yeast inh
34	CCN(CC(=O)NCCc1ccc(Cl)cc1)Cc1nc2ccccc2c(=O)[nH]1	-3	-8	-5	1.1	-40	1
35	CN(C)c1ccc(/C=N/NC(=S)NCc2ccccc2)cc1	-1	-5	0	1	15	23
31	COc1ccc(-c2nc(C#N)c(N3CCc4ccccc4C3)o2)cc1OC	-3	-4	5	0.95	16	19

# The list continues:
36. O=C(O)Cn1c(CC(=O)N2CCCC2)nc2ccccc21
37. CCS(=O)(=O)NCC(c1cccnc1)N1CCN(c2ccccc2F)CC1 (stereo not given)
38. CCN1CCN(c2ccc(NC(=O)c3ccccc3F)cc2Cl)CC1
39. COc1ccc(N2CCN(C(=O)CCc3cc(OC)c(OC)c(OC)c3)CC2)cc1
40. CC(C)CCNC(=O)c1ccc(Cl)c(NC(=O)Cc2ccccc2)c1
assay / compound,36,37,38,39,40
MIN6 prolif,4,0,-3,0,1
APOBEC3A inh,0,-12,10,3,0
tim10-1 inh,-22,-3,-4,10,14
APOBEC3G inh,-1,-4,-6,0,-2
mIAP block,-19,5,12,0,3
TIM10 inh,-16,-10,-21,17,18
mIAP act,1.2,0.95,0.88,0.99,0.97
hIAP block,-30,-11,3,-12,7
NLRP3 yeast inh,10,-12,7,9,0

41. CCOc1ccc(NC(=S)c2ccc3ccccc3n2)cc1
42. CCN(c1cccc(C)c1)c1nc2ccsc2c(=O)s1
43. Cc1cc(C)nc(NS(=O)(=O)c2ccc(N/C=C\C(=O)c3ccc(Cl)cc3)cc2)n1
44. CN(C)S(=O)(=O)N1CCC(Oc2cccc(C(=O)N3CCCCCC3)c2)CC1
45. CC1(C)Cc2ccccc2C(/C(C#N)=N/O)=N1
assay / compound,41,42,43,44,45
MIN6 prolif,-4,-3,-3,-1,-3
APOBEC3A inh,-3,-4,-5,-3,-4
tim10-1 inh,23,0,-3,14,30
APOBEC3G inh,29,-3,-4,-2,-7
mIAP block,19,8,2,24,-7
TIM10 inh,16,14,-1,9,3
mIAP act,0.81,0.92,0.98,0.76,1.1
hIAP block,-42,1,-7,3,-3
NLRP3 yeast inh,30,-8,-1,10,11

46. COc1ccc(C(=O)O)cc1NC(=S)NC(=O)/C=C/c1ccc(C(C)C)cc1
47. COc1ccc(Nc2nc(-c3ccccc3)cs2)cc1
48. COc1ccc(C(=O)OCC(=O)Nc2cccc(C(C)=O)c2)cc1OC
49. Cc1ccc(-n2c(O)c(C=NC3CCS(=O)(=O)C3)c3ccccc3c2=O)c(C)c1 (stereo not given)
50. CC(OC(=O)CNC(=O)C12CC3CC(CC(C3)C1)C2)C(=O)Nc1ncc(Cl)cc1Cl (stereo not given)
assay / compound,46,47,48,49,50
MIN6 prolif,-2,-4,2,0,2
APOBEC3A inh,-4,2,-4,1,5
tim10-1 inh,-121,20,7,-5,30
APOBEC3G inh,-3,0,1,3,-2
mIAP block,-4,-2,-8,1,5
TIM10 inh,0,13,-3,-13,24
mIAP act,1,1,1.1,0.99,0.95
hIAP block,1,7,-8,7,3
NLRP3 yeast inh,28,19,-3,19,-6

51. Cc1cc(C)cc(N2C(=O)N(c3ccccc3C)C3CS(=O)(=O)CC32)c1 (stereo not given)
52. COc1ccc(CC(=O)Nc2cc(S(=O)(=O)N3CCCCC3)ccc2C)cc1
53. CCCCN1C[C@H](O)[C@@H](O)[C@H](O)[C@H]1CO
54. Cc1nc(SCC(=O)Nc2ccc3c(c2)OCCO3)nc(C)c1C
55. CCOC(=O)c1cccc(NC(=O)c2ccccc2C)c1
56. COc1c(Cl)cc(C(=O)NCc2ccco2)cc1Cl
57. CCN(CC)CCNC(=O)c1cc2ccccc2nc1Cl
58. COc1ccc(C(CNC(=O)c2ccc(-c3ccccc3)cc2)N(C)C)cc1OC (stereo not given)
assay / compound,51,52,53,54,55,56,57,58
MIN6 prolif,-1,4,-1,-1,-1,-1,-2,-2
APOBEC3A inh,-1,0,-3,1,-3,-4,1,1
tim10-1 inh,-1,12,-14,14,24,9,-2,18
APOBEC3G inh,5,-11,-4,-4,-8,-4,-1,-8
mIAP block,-5,-4,4,9,-5,0,12,3
TIM10 inh,4,23,2,-9,26,3,-2,10
mIAP act,1,1,0.96,0.91,1.1,1,0.88,0.97
hIAP block,-14,-16,14,3,-10,20,-7,-6
NLRP3 yeast inh,-17,21,8,6,11,-2,6,9
